Bcl-XL Bim block: human Bim-Bcl-XL interaction inhibition. Q07817. Bim peptide-Bcl-XL binding, bead flow cytometry, fluorescence. inhibition, % at 10 µM. 190,000 compounds, 0.04% hits
Target sequence (Q07817 whole entry, looked up): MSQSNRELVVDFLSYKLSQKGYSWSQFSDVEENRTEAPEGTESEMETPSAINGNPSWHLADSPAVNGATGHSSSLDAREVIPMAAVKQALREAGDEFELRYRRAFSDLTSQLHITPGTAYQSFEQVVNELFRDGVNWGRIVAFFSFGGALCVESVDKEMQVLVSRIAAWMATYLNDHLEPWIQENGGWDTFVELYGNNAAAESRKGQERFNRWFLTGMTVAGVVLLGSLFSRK
Rab2 wt GTP: changes GTP binding to wildtype dog Rab2A, up or down; P61105; 190,000 compounds, 0.19% hits; GTP binding activity, % at 10 µM; GST-Rab2 wt beads, Bodipy-GTP binding, flow cytometry; AID 760;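 active = GTP binding activity at least 20 points away from 100%, either lowered or raised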;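 also: 0% = beads with excess unlabeled GTP and 100% = no-compound control corrected for plate trend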
Rac1 mut GTP: modulators of GTP binding to human Rac1 activated mutant; P63000; GST-Rac1 activated beads, fluorescent GTP binding, flow cytometry; actives lie on both sides; 100% means binding = to untreated wells; percent activity (GTP binding), % at 10 µM; 190,000 compounds, 0.11% hits;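 active = GTP binding at least 20 percentage points away from the 100% baseline, in either direction, so actives lie on both sides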
Bim-Bfl-1: disrupts Bim binding to human Bfl-1; Bead-based flow cytometry, Bim-Bfl-1 binding inhibition; inhibition, % at 10 µM; AID 1008; Q16548; 190,000 compounds, 0.12% hits;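 also: 0% = wells without compound plus tracer and 100% = blocker peptide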
Rac1 wt GTP bind: modulators of human Rac1 wildtype GTP binding; AID 757; GST-Rac1 beads, fluorescent GTP binding, flow cytometry; actives lie on both sides; 0 = cold GTP competed, 100 = untreated; P63000; 190,000 compounds, 0.27% hits; GTP binding activity (% of control), % at 10 µM;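 active = GTP binding activity at least 20 points away from the 100% control level, either lower or higher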
Bim-Bcl-W: human Bim-Bcl-W interaction inhibition; 190,000 compounds, 0.02% hits; Q92843; inhibition, % at 10 µM; bead-based flow cytometry, Bim peptide-Bcl-W binding;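 also: 0% = bound tracer without compound and 100% = peptide blocker; higher means less fluorescent Bim peptide bound to Bcl-W beads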
Target sequence (Q92843 whole entry, looked up): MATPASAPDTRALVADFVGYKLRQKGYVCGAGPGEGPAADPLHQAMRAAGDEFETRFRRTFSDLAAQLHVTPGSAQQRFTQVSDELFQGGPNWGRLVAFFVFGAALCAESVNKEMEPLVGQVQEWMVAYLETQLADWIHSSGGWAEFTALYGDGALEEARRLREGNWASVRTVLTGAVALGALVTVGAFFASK
Rab7 wt GTP bind: dog Rab7 wildtype GTP binding, inhibitors and activators; 190,000 compounds, 0.055% hits; GTP binding activity (percent of control), % at 10 µM; GST-Rab7 beads, fluorescent GTP binding, flow cytometry; actives lie on both sides; untreated = 100%, excess cold GTP = 0%;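 active = fluorescent GTP binding to Rab7 beads changed by at least 20 points from the 100% baseline, either direction, mostly lower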;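 also: median green fluorescence of bound Bodipy-FL-GTP per Rab7 bead population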
Bcl-B Bim block: human Bim-Bcl-B interaction inhibition. Q9HD36. bead-based flow cytometry, Bim peptide-Bcl-B binding. inhibition, % at 10 µM. 190,000 compounds, 0.073% hits;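 also: 0% = tracer peptide without compound and 100% = reference inhibitor peptide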
Target sequence (Q9HD36 whole entry, looked up): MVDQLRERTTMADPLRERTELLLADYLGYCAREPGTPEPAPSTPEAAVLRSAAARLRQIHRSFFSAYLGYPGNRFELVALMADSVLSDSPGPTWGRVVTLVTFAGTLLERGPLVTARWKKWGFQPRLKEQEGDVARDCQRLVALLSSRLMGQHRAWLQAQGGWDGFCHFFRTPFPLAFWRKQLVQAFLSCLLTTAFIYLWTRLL
Cdc42 wt GTP: human Cdc42 wildtype GTP binding change, either direction; P60953; GST-Cdc42 beads, Bodipy-GTP binding, flow cytometry; actives lie on both sides; percent activity (GTP binding), % at 10 µM; 190,000 compounds, 0.2% hits; AID 761;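 active = percent activity GTP binding at least 20 points away from the 100% baseline, either down as inhibitor or up as activator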;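 also: median bead fluorescence of bound Bodipy-FL-GTP at 100 nM; 0% = excess unlabeled GTP control and 100% = no compound control; below 100% means less GTP binding so inhibitor and above means activator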
Bcl-2 Bim block: inhibitors of Bim-Bcl-2 interaction, human. inhibition, % at 10 µM. P10415. 190,000 compounds, 0.06% hits. AID 950. Bead-based flow cytometry, Bim peptide-Bcl-2 binding; in the data active = inhibition above about 40%;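 also: 0% = no compound wells with probe peptide and 100% = reference peptide inhibitor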
HRas wt GTP: human HRas wildtype GTP binding, change in either direction; AID 759; 190,000 compounds, 0.14% hits; GST-Ras wt beads, Bodipy-FL-GTP binding, flow cytometry; actives lie on both sides; GTP binding activity, % at 10 µM;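 active = GTP binding activity at least 20% away from the 100% baseline, either lowered as inhibitor or raised as activator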;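 also: 0% = unlabeled GTP competition control and 100% = no-compound control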
Target sequence (P01112 whole entry, looked up): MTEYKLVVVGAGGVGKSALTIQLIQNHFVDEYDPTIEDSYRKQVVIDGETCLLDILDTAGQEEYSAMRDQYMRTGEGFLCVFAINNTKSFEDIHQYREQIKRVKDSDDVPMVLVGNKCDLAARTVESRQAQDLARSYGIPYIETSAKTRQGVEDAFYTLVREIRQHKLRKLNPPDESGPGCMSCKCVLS
An asterisk follows results filed as active. Rule as the data show it, unless noted: active = inhibition above about 40%.

Below each compound: Bcl-XL Bim block, Rab2 wt GTP, Rac1 mut GTP, Bim-Bfl-1, Rac1 wt GTP bind, Bim-Bcl-W, Rab7 wt GTP bind, Bcl-B Bim block, Cdc42 wt GTP, Bcl-2 Bim block, HRas wt GTP
CCOC(=O)CSc1nc2ccccc2c(=O)n1C
    -11, 98, 100, -26, 107, -5, 103, -16, 104, -15, 103
Cn1c(=O)[nH]c(=O)c2c1nc(SCCN1CCOCC1)n2CCCc1ccccc1
    -2, 101, 99, -11, 105, -1, 101, -6, 106, -3, 101
CCCOc1ccc(N2C(=O)C3C(C(C)C)NC4(C(=O)c5ccccc5C4=O)C3C2=O)cc1 (stereo not given)
    -5, 99, 97, -11, 100, 1, 100, -1, 99, -7, 100
CCNC(=S)N1CC(C)OC(C)C1 (stereo not given)
    -2, 103, 100, -3, 103, 0, 98, -4, 107, -1, 104
O=C(O)c1ccc(COc2cccc(CO)c2)cc1
    -6, 99, 94, -15, 95, 0, 102, -11, 99, -9, 101
CN(C)S(=O)(=O)c1ccc2oc(SCC(=O)Nc3ccccc3F)nc2c1
    0, 99, 95, -5, 95, 0, 106, -1, 97, -3, 98
CSc1ccc(Cn2nnc(C(=O)Nc3ccc(C)c(C)c3)c2N)cc1
    0, 102, 100, -12, 107, 1, 105, -5, 102, -6, 103
COc1ccc(OC)c(NC(=O)C2CC(=O)n3ncnc3N2)c1 (stereo not given)
    -7, 98, 99, -13, 100, 0, 101, -7, 103, -17, 100
CN(Cc1cn(C)nc1-c1ccccc1F)CC1CCCCO1 (stereo not given)
    -7, 100, 97, -7, 99, -4, 104, -7, 98, -4, 100
CCSc1nc(C)cc(C)c1S(=O)(=O)c1ccccc1C
    -12, 95, 95, -10, 97, 0, 96, -7, 95, -11, 98
O=C(CCn1cnc2ccccc2c1=O)Nc1nc2c(s1)CCCC2
    -1, 95, 96, -2, 98, -8, 96, -1, 96, -3, 99
CN1CCN(C(=O)CC2(CC(=O)O)CCCC2)CC1
    -3, 101, 99, -6, 99, -4, 107, -4, 101, -5, 100
CCOC(=O)c1cc(NC(=O)Nc2ccccc2OC)c(C)nc1C
    -2, 98, 102, -10, 105, 4, 98, -9, 99, -8, 99
CC1=CN2C(=N)/C(=C/c3ccc([N+](=O)[O-])o3)C(=O)N=C2S1
    -7, 112, 98, 5, 108, 1, 116, -4, 100, 2, 110
CCOC(=O)N1CCC(N(CCOC)C(=O)Nc2ccc(Cl)cc2)CC1
    -5, 98, 98, -7, 102, -3, 98, -4, 100, -2, 100
COc1ccc(C2C(C#N)=C(N)N(c3ccccc3C#N)C3=C2C(=O)CCC3)cc1CN1CCCC1 (stereo not given)
    -7, 99, 99, -2, 104, -3, 100, -6, 99, 0, 100
Cc1cc2c(cc1C)C(c1cc(Br)ccc1F)CC(=O)N2 (stereo not given)
    0, 99, 97, -10, 104, 0, 99, -3, 102, -9, 100
O=C(NC(c1ccccc1)c1ccccc1)c1ccc(S(=O)(=O)C(F)F)cc1
    0, 105, 101, 0, 106, -1, 104, 0, 105, -4, 104
CSCCNC(=O)c1ccc(OC2CCN(CCc3ccccc3)CC2)cc1
    -1, 94, 90, 2, 91, 5, 95, 0, 91, -4, 93
FC(F)(F)c1cnc(Sc2nc3nccc(-c4ccc(Cl)cc4)n3n2)c(Cl)c1
    -11, 97, 98, -9, 103, -5, 101, -9, 97, -16, 98
Cc1cccc(C)c1OC(=O)CSc1nnc(-c2ccccc2O)o1
    -6, 97, 97, -12, 99, 4, 97, -4, 101, -3, 98
CCC(C)NC(=O)C1(C)CCC(=O)N1CCc1ccc(OC)c(OC)c1 (stereo not given)
    -3, 101, 99, -8, 101, 0, 101, -6, 101, -9, 101
CCCOc1ccc(-c2nc(C#N)c(N3CCN(C)CC3)o2)cc1
    -4, 99, 99, -2, 105, -4, 99, 0, 101, -2, 101
O=S(=O)(NC1CCCC1)c1ccc(S(=O)(=O)N2CCCN(Cc3ccccc3)C2)cc1
    7, 97, 95, 0, 100, 2, 94, 1, 98, 1, 97
O=C(CCSCCc1ccccn1)Nc1ccc(Cc2ccncc2)cc1
    -3, 96, 96, 0, 99, 0, 95, -1, 97, -2, 98
COc1ccc(S(=O)(=O)NCCc2cn3cccc(C)c3n2)cc1OC
    -3, 107, 102, -7, 109, 2, 104, -4, 107, -3, 105
Cc1ccc(S(=O)(=O)NCCCCCC(=O)Nc2ccccn2)cc1
    -2, 99, 101, -6, 107, 2, 101, -5, 104, -4, 100
CCc1c(C)nc(N2CCN(Cc3ccccc3)CC2)[nH]c1=O
    11, 101, 99, -11, 104, -1, 102, -9, 102, -5, 103
O=C1CN(C(=O)CSc2nncn2-c2ccccc2)c2ccccc2N1
    3, 99, 98, -1, 98, 1, 97, -3, 96, 0, 98
Cc1ccc(S(=O)(=O)N(C)CC(=O)OCC(=O)NC(c2ccccc2)c2ccccc2)cc1
    -7, 98, 101, 0, 104, -2, 102, -2, 97, -1, 102
COC(=O)CSc1nnc(CNC(=O)c2cccs2)n1-c1cccc(C)c1
    -8, 101, 100, -6, 107, -6, 99, -6, 101, -3, 101
COc1ccc(CNC(=O)C(c2ccco2)N(C(=O)c2csnn2)c2cccc(C)c2C)cc1 (stereo not given)
    -3, 97, 98, 1, 100, 0, 102, -1, 98, -7, 99
Cc1ccc(CC(=O)N2CC(C)OC(C)C2)cc1 (stereo not given)
    0, 103, 99, 2, 101, -1, 102, 0, 103, 0, 103
COc1cc(C)c(S(=O)(=O)Nc2ccccc2F)cc1C
    13, 94, 92, -4, 87, 2, 94, -1, 89, -5, 92
CSc1nc(-c2ccco2)nn1C(=O)c1ccc(C)cc1
    -6, 103, 101, -6, 108, 1, 101, -4, 102, -6, 101
C/C(=N\NC(=O)CNc1ccccc1Cl)C(C)(C)C
    0, 94, 92, -2, 95, 0, 98, -1, 96, -1, 95
O=C(Nc1ccc(OC(F)(F)F)cc1)C1CC(c2ccc(F)cc2)=NO1 (stereo not given)
    0, 98, 98, -5, 100, -2, 102, -1, 98, -2, 99
CC(=O)C1C(c2ccc(C)cc2)c2c(n[nH]c2C)CC1(C)O (stereo not given)
    -8, 102, 100, -2, 104, -13, 97, -2, 105, 0, 102
N#Cc1c(N)c(C(=O)c2ccccc2)n2c1CCCC2
    -1, 103, 101, 1, 104, 0, 106, -1, 104, -1, 102
Cc1cc(C)nc(Nc2n[nH]c(-c3ccccc3C)n2)n1
    -3, 96, 97, -6, 97, -1, 100, -3, 102, 1, 98
COc1cccc(CNC(=O)CCC2CCCN(C(=O)c3cc(C)[nH]n3)C2)c1 (stereo not given)
    -4, 96, 96, -8, 100, -2, 98, -8, 95, -4, 96
O=C1C2C3CCC(C3)C2C(=O)N1c1ccc(OS(=O)(=O)c2ccccc2)cc1 (stereo not given)
    0, 98, 98, -4, 97, 0, 97, -4, 100, -5, 98
N/C(Cc1ccc([N+](=O)[O-])cc1)=N\OC(=O)c1ccco1
    -3, 97, 97, -6, 97, -1, 96, -5, 96, -5, 95
CCOC(=O)C1(Cc2ccc(Cl)cc2)CCN(C(=O)C2=NNC(=O)CC2)CC1
    0, 101, 96, -4, 99, 0, 107, -2, 100, -2, 102
O=C(CSc1cccc[n+]1[O-])NCCCc1ccccc1
    -2, 94, 94, -3, 97, -1, 95, -3, 96, 0, 94
CSc1ccc(CN(C)CC(=O)NC(=O)NC(C)(C)C)cc1
    -5, 98, 96, -7, 100, -5, 97, -5, 96, -4, 99
Cc1nc(-c2coc3cc(O)c(C)cc3c2=O)cs1
    -7, 101, 97, -15, 105, 3, 104, -9, 104, -14, 103
Cc1ccc(S(=O)(=O)NCc2ccc(C(=O)NCCCN3CCN(C)CC3)cc2)cc1
    -8, 100, 97, -9, 97, -3, 98, -8, 99, -12, 96
Nc1ccc(C(=O)OCC(=O)Nc2ccc([N+](=O)[O-])cc2C(F)(F)F)cc1
    -8, 99, 99, -7, 104, -2, 97, -7, 103, -8, 98
O=S(=O)(Nc1ccn(-c2ccccc2)n1)c1ccc(Br)cc1
    0, 92, 88, 0, 88, -1, 93, 0, 93, 0, 93
COCC1CCN(Cc2cn[nH]c2-c2cc(OC)c(OC)c(OC)c2)CC1
    -3, 98, 97, -3, 97, -3, 101, -2, 95, 0, 98
CC1CC(C)CN(C(=O)Cc2c(C(=O)O)[nH]c3ccc(Cl)cc23)C1 (stereo not given)
    0, 99, 91, -5, 97, 0, 102, 0, 92, -1, 98
COc1cc(/C=c2\sc3n(c2=O)CCCN=3)ccc1O
    -3, 103, 101, 0, 102, 0, 101, -6, 105, 1, 103
COCC(=O)N1CCC(Oc2ccc(C(=O)NCc3cnc(C)cn3)cc2)CC1
    -3, 95, 99, -8, 102, 0, 94, -3, 96, -5, 97
Nc1nncn1C(=O)CCCN1C(=O)c2ccccc2C1=O
    -11, 96, 92, -12, 94, 0, 98, -9, 97, -11, 97
O=C(NCCN1CCCC1)c1ccccc1Cl
    2, 100, 96, -5, 105, 0, 109, -1, 98, -1, 103
COc1ccc(NC(=O)c2ncn[nH]2)cc1
    -5, 104, 100, -1, 106, -3, 105, -3, 104, -1, 102

Two of the compounds above, as labelled records.
COC(=O)CSc1nnc(CNC(=O)c2cccs2)n1-c1cccc(C)c1
  Bcl-XL Bim block: -8	Rab2 wt GTP: 101	Rac1 mut GTP: 100	Bim-Bfl-1: -6	Rac1 wt GTP bind: 107	Bim-Bcl-W: -6	Rab7 wt GTP bind: 99	Bcl-B Bim block: -6	Cdc42 wt GTP: 101	Bcl-2 Bim block: -3	HRas wt GTP: 101

Cc1ccc(S(=O)(=O)NCc2ccc(C(=O)NCCCN3CCN(C)CC3)cc2)cc1
  Bcl-XL Bim block: -8	Rab2 wt GTP: 100	Rac1 mut GTP: 97	Bim-Bfl-1: -9	Rac1 wt GTP bind: 97	Bim-Bcl-W: -3	Rab7 wt GTP bind: 98	Bcl-B Bim block: -8	Cdc42 wt GTP: 99	Bcl-2 Bim block: -12	HRas wt GTP: 96
